# Compound activity deposited in PubChem BioAssay by National Center for Advancing Translational Sciences (NCATS).
# Vif-APOBEC3G blk = qHTS for Inhibitors of Vif-A3G Interactions: qHTS | DNA dC->dU-editing enzyme APOBEC-3G (Homo sapiens), Q9HC16 | HeLa A3G-eYFP + Vif (tagged APOBEC3G with the HIV-1 protein that degrades it), YFP fluorescence, overnight | Potency, µM (titrated, usually from 46.1 µM), for inactives: at the top dose activity, negative = active, most hits filed as inhibitors | hit rate 0.076% among 410,000 | AID 602310, 2012;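 also: potency is read from the fitted curve at half-maximal effect; % is scaled to controls: 0 for no effect and ±100 for the full control effect; nearly all actives have a fitted effect of over 60% in size; hits raise eYFP signal because A3G escapes Vif-driven loss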
# Target sequence (Q9HC16 whole entry, looked up): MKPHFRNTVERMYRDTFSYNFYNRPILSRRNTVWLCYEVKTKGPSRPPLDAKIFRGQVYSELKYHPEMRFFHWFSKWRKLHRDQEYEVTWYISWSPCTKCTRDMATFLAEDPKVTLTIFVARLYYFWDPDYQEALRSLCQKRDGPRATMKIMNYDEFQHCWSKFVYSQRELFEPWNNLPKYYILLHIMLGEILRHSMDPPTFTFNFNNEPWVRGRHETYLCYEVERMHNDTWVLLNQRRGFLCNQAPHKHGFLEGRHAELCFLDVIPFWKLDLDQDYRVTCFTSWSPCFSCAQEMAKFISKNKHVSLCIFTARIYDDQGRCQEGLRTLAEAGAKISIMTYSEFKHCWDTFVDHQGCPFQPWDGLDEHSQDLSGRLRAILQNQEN
#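 HeLa cells stably expressing Vif and C-terminally eYFP-tagged A3G, seeded overnight at 37 deg C, then exposed to compound by pintool overnight at 37 deg C. Rise in yellow fluorescence (Ex 488/Em 500-530, Acumen) marks blocked Vif-driven A3G degradation.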
# RGS4 inhibitor = Inhibitors of Regulator of G Protein Signaling (RGS) 4: qHTS; Regulator of G-protein signaling 4 (Homo sapiens), P49798; Transcreener GDP fluorescence polarization, RGS4-accelerated GTP hydrolysis; Potency, µM (highest dose often 114 µM), inactives show at the highest dose activity change, negative = inhibition, actives largely listed as inhibitors; hit rate 0.039% among 390,000; AID 504845, 2011; also: potency is read from the fitted curve at half-maximal effect; % is scaled to controls: 0 for no effect and ±100 for the full control effect; nearly all actives have a fitted effect of over 75% in size; some results filed as inactive show a strong effect at the top dose
# Target sequence (P49798 whole entry, looked up): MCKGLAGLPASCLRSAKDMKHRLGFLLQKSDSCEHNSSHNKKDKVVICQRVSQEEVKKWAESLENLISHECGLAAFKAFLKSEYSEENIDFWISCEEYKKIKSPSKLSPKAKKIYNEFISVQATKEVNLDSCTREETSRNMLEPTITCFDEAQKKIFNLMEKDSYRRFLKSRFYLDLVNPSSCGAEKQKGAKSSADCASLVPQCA
#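 MLSMR compounds (23 nl, pin-transferred) preincubated 10 min at room temperature with a 500nM (2x) first reagent, then RGS4 at 900nM (2x) plus Transcreener GDP mix added; fluorescence polarization (620/688 nm) read before and after 90 min at 30 °C.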
# TrxR1 substrate = qHTS Assay for Substrates of Mammalian Selenoprotein Thioredoxin Reductase 1 (TrxR1): qHTS. Thioredoxin reductase 1, cytoplasmic (Rattus norvegicus), O89049. purified TrxR1 substrate turnover, NADPH consumption readout. hit rate 0.01% among 390,000. AID 588456, 2011. Potency, µM (titrated, usually from 114 µM), for the others: top-dose activity change, negative = substrate turnover; also: potency is read from the fitted curve at half-maximal effect; % is scaled to controls: 0 for no effect and ±100 for the full control effect; nearly all actives have a fitted effect of over 50% in size
#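 Rat TrxR1, dispensed at 90 nM, was prereduced with 400 uM NADPH (final) for 5 min at ~22 deg C, then incubated with compound 15 min before 400 uM selenite. A first-read NADPH fluorescence drop versus no-compound background flagged substrates.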
# LDHA block = qHTS assay for inhibitors of human lactate dehydrogenase; L-lactate dehydrogenase A chain (Homo sapiens), P00338; purified LDHA, NADH/diaphorase-resazurin fluorescence; active compounds read low; activity change, % (values are at about 110 or 230 µM); hit rate 0.15% among 480,000; in the data active = activity change below about -30%; inconclusive = mostly about -25% to -30%;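 also: plate controls were DMSO wells for no effect and wells without enzyme for full effect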
#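 Resorufin fluorescence (ex540/em590), read at 0 and 20 min after diaphorase/resazurin addition, reports the NADH left after a 5 min room-temperature reaction of 2 nM human LDH5 with 0.06 mM NADH and 0.2 mM pyruvate.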
# Glioma ERSR ind = qHTS for Inducers of the Endoplasmic Reticulum Stress Response (ERSR) in Human Glioma: qHTS. U87-MG GRP78 promoter luciferase reporter, 16 h. Potency, µM, for the others: top-dose activation, actives largely listed as activators. hit rate 0.02% among 420,000. AID 602332, 2012; also: potency is read from the fitted curve at half-maximal effect; series mostly up to about 76 µM; % of control where 0% means no effect; nearly all actives have a fitted effect of over 35% in size
#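 Stably transfected U87-MG glioma cells carrying a GRP78-based luciferase sensor; 16 h compound incubation. Luminescence end-point read 10 min after Bright-Glo addition at room temperature.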
# mIDH1 inhibitor = qHTS for Inhibitors of mutant isocitrate dehydrogenase 1 (IDH1): qHTS; Isocitrate dehydrogenase [NADP] cytoplasmic (Homo sapiens), O75874; hit rate 0.093% among 390,000; IDH1-R132H enzyme, NADPH consumption, diaphorase/resazurin fluorescence; Potency, µM (highest dose often 76.6 µM), inactives show top-dose activity change, negative = inhibition, actives largely listed as inhibitors; also: potency is read from the fitted curve at half-maximal effect; % is scaled to controls: 0 for no effect and ±100 for the full control effect; nearly all actives have a fitted effect of over 65% in size
# Target sequence (O75874 whole entry R132H, stated change not applied): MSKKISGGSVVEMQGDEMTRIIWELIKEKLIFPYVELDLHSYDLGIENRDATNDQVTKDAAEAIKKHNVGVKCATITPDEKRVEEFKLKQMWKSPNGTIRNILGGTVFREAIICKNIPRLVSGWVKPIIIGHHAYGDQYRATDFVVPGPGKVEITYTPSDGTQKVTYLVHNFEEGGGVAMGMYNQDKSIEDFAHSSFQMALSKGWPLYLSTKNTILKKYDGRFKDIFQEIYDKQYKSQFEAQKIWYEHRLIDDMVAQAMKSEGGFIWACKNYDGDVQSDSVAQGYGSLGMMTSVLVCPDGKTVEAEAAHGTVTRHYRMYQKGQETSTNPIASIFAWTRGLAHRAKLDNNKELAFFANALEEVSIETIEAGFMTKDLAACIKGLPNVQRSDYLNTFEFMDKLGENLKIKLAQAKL
#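 IDH1-R132H (0.5 ug/mL) preincubated 30 min with compound, then NADPH (0.016 mM) and alpha-KG (2 mM) added; 80 min at RT, pH 7.5. Remaining NADPH coupled via diaphorase/resazurin to fluorescence (540/590 nm); concentration-response curves normalized to no-enzyme control.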
# USP1-UAF1 inh = Inhibitors of USP1/UAF1: Primary Screen; Ubiquitin carboxyl-terminal hydrolase 1 (Homo sapiens), O94782; recombinant USP1/UAF1, Ub-Rhodamine cleavage fluorescence; Potency, µM (doses to about 57.1 µM), for inactives: at the top dose activity change, negative = inhibition, usual class: inhibitors; hit rate 0.23% among 390,000; also: potency is read from the fitted curve at half-maximal effect; % is scaled to controls: 0 for no effect and ±100 for the full control effect; nearly all actives have a fitted effect of over 60% in size; inactives centre near -12
#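 Step one: compound is pinned into 1nM USP1/UAF1 in HEPES pH 7.8 buffer with TCEP. Step two: 15 min room-temperature incubation. Step three: Ub-Rho (150nM final) starts cleavage, tracked by fluorescence over six one-minute reads.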
# Vif-APOBEC3F blk = qHTS for Inhibitors of Vif-A3F Interactions: qHTS; HeLa A3F-eYFP + Vif (tagged APOBEC3F with the HIV-1 protein that degrades it), YFP fluorescence increase; Potency, µM (top dose mostly 46.1 µM), inactives show at the top dose activity, negative = active; hit rate 0.2% among 390,000; also: potency is read from the fitted curve at half-maximal effect; % of control where 0% means no effect; nearly all actives have a fitted effect of over 65% in size
#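 HeLa cells stably expressing A3F-eYFP plus Vif, plated and incubated overnight at 37 deg C, then exposed to compounds overnight at 37 deg C. Blocked degradation read as raised yellow fluorescence (Ex 488/Em 500-530).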
# TrxR1 inh = qHTS Assay for Inhibitors of Mammalian Selenoprotein Thioredoxin Reductase 1 (TrxR1): qHTS; Thioredoxin reductase 1, cytoplasmic (Rattus norvegicus), O89049; recombinant rTrxR1, NADPH fluorescence consumption, selenite substrate; Potency, µM (highest dose often 114 µM), for inactives: at the top dose activity change, negative = inhibition, usual class: inhibitors; hit rate 1% among 390,000; also: potency is read from the fitted curve at half-maximal effect; % is scaled to controls: 0 for no effect and ±100 for the full control effect; nearly all actives have a fitted effect of over 65% in size
#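 Rat TrxR1 (90 nM in the dispensed reagent) was pre-reduced with 400 uM NADPH for 5 min at room temperature, then incubated with compound for 15 min. After 400 uM selenite was added, NADPH fluorescence (Ex 340/Em 450 nm) was followed for 8 min.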
# Numbers without * were called inactive; ? = inconclusive; . = no result given; [ ] = another dose, or the depositor's remark. Unless noted, calls follow the shape of the dose curve; as a rule, active = well fitted curve in the direction sought with a large enough effect; inconclusive = small, poorly fitted or top-dose-only effect, or another doubt; inactive = no such curve, though single readings can be large; an effect the other way counts as inactive or inconclusive. A portion of the library (hit frequency here may not be typical).
SMILES,Vif-APOBEC3G blk,RGS4 inhibitor,TrxR1 substrate,LDHA block,Glioma ERSR ind,mIDH1 inhibitor,USP1-UAF1 inh,Vif-APOBEC3F blk,TrxR1 inh
CCCCN(C(=O)C(CCSC)N1C(=O)c2ccccc2C1=O)c1c(N)n(CCC)c(=O)[nH]c1=O (stereo not given),1.4%,-9.0%,0.7%,-5.6,-6.7%,-0.3%,-11.9%,-9.3%,17.6%
Cc1ccc(S(=O)(=O)NCC(=O)N2CCCC2)cc1,-0.5%,1.1%,7.9%,1.0,-6.1%,4.5%,-4.1%,0.6%,11.9%
Cc1ccccc1N(C(=O)CNC(=O)c1ccco1)C(C(=O)NC1CCCCC1)c1cccnc1 (stereo not given),-1.0%,-10.4%,-1.1%,-5.7,-2.1%,0.8%,-20.8%,0.1%,6.6%
Cc1ccc(C(=O)Cn2cc([N+](=O)[O-])nc2C)cc1,0.2%,-18.2%,-0.2%[11.4 µM],-3.3,-2.5%,2.4%,-8.9%,8.6%,11.2%[11.4 µM]
O=C(CC1CCCCC1)NC1CCCC1,0.7%,22.8%,14.3%[57.1 µM],-4.1,4.0%,0.6%,-0.7%,-6.5%,15.6%[57.1 µM]
CCOc1ccc(NC(=O)c2ccc3c(c2)CCN3S(C)(=O)=O)cc1,5.2%,13.3%,-4.0%,-10.0,2.0%,-6.0%,-8.2%,0.4%,5.8%
O=C(c1ccc2c(c1)N(Cc1cccc(Cl)c1)C(=O)c1ccccc1S2(=O)=O)N1CCCCCC1,-2.0%,-0.8%,-8.6%[57.1 µM],1.7,-1.3%,0.0%,-9.4%,-7.0%,7.1%[57.1 µM]
N#C/C(=C/c1ccc(N2CCCC2)c([N+](=O)[O-])c1)c1nc2ccccc2[nH]1,-1.7%,-12.6%,-4.9%,0.0,5.0%,-0.1%,-7.6%,-4.7%,-12.3%
O=C(COC(=O)/C=C/c1ccc(Cl)cc1)Nc1ccc2c(c1)OCCO2,2.7%,-22.3%,-5.9%,-11.8,-3.1%,3.4%,-13.6%,4.0%,-5.2%
CC(=O)N1CCc2cc(S(=O)(=O)NCCC(=O)NC3CCCCCC3)ccc21,4.5%,11.8%,1.1%,-0.8,3.5%,1.2%,-32.6%,-13.9%,9.1%
Cc1nn(C)c(C)c1CNC(=O)c1cc2n(n1)C(C(F)(F)F)CC(c1cccs1)N2 (stereo not given),-0.4%,-17.4%,5.3%,-4.3,-7.8%,4.3%,-5.9%,0.0%,-2.0%
COc1ccc(CCNC(=O)COC(=O)Cn2cnc3ccccc32)cc1OC,2.7%,2.7%,10.7%[57.1 µM],-7.7,-7.4%,22.3%,-17.2%,0.1%,16.8%[57.1 µM]
O=S(=O)(N1CCCCC1)N1CCN(c2ccccc2F)CC1,-0.1%,-19.6%,-7.7%,-9.9,-2.7%,1.9%,-8.7%,0.6%,14.4%
COc1ccc(NC(=O)CSc2ncc(-c3ccc(F)cc3)n2Cc2ccco2)cc1,-3.0%,-35.0%,-13.4%,-2.6,-6.0%,0.1%,-7.0%,-7.6%,-14.4%
COCCN(C(=O)CCc1nnc(Cc2c[nH]c3ccccc23)o1)C(C)C,-0.9%,21.4%,-1.4%,-9.2,-2.9%,-2.9%,-9.8%,-5.2%,?
Cc1nnc(SCC(=O)N2CCc3ccccc3C2)n1-c1ccccc1,1.2%,17.4%,7.9%[57.1 µM],-14.1,0.0%,8.9%,-7.0%,0.3%,13.2%[57.1 µM]
CN(C(=O)Cn1cc(C(F)(F)F)cc(Cl)c1=O)C1CCS(=O)(=O)C1 (stereo not given),2.5%,8.0%,-5.0%,-1.4,-3.5%,4.1%,?,2.8%,-7.6%
CCOC(=O)c1cc2occc2n1CC(=O)NC1CCC(C)CC1 (stereo not given),2.5%,-8.5%,1.0%,-3.1,0.2%,4.6%,-12.7%,1.8%,-18.4%
Cc1cccc(NC(=S)N(Cc2cccs2)Cc2cc3cc(C)ccc3[nH]c2=O)c1,-0.4%,-2.6%,-9.7%,-10.1,-1.3%,-6.0%,-22.0%,1.0%,-7.0%
CCOc1ccc(NC(=S)Nc2ccccc2C2(C)CC2)cc1,-2.4%,-7.4%,2.5%[57.1 µM],-3.5,-0.4%,10.6%,-12.2%,?,2.3%[57.1 µM]
Cc1cc(Cl)c2oc(C(=O)NC(C)c3ccncn3)c(C)c2c1 (stereo not given),-7.6%,6.5%[11.4 µM],-11.5%,-2.2,-2.7%,-2.2%,-15.3%,1.8%,-21.2%
CC(C)c1ccc(/C=C2\NC(=O)NC2=O)cc1,2.0%,-27.5%,-1.0%,-3.2,2.0%,0.0%,-7.7%,-0.8%,1.3%
O=[N+]([O-])c1ccccc1/C=N/N1CCN(c2ccncc2S(=O)(=O)N2CCCCC2)CC1,2.2%,-7.7%,-8.8%,-1.2,-2.7%,3.4%,-13.6%,-11.2%,-7.6%
CC(C)C(=O)NC(NC(=S)NC1CCS(=O)(=O)C1)C(Cl)(Cl)Cl (stereo not given),2.1%,9.0%,-2.6%,-2.3,-1.9%,-0.7%,-23.9%,2.2%,7.1%
CCOc1cc(/C=N/n2c(C)nc3sc(C)c(C)c3c2=O)ccc1O,1.2%,3.0%[56.9 µM],-3.4%,-16.8,5.0%,-6.8%,-19.2%,-3.3%,15.4%
NC(=O)Nc1cc(Cl)ccc1Cl,-1.7%,-10.6%,5.6%[57.1 µM],-14.9,-3.4%,9.5%,-11.7%,6.5%,10.5%[57.1 µM]
CSCCC(NC(=O)c1cccc(C)c1)C(=O)O (stereo not given),0.3%,5.1%[56.9 µM],3.0%,-0.8,-1.2%,-0.4%,-3.1%,-6.4%,17.5%
O=C(CSc1ncccn1)NN=C1CCCCCCC1,-0.9%,15.3%,10.8%[57.1 µM],-10.6,5.4%,-0.2%,0.6%,1.0%,10.3%[57.1 µM]
O=C(NCCc1ccccc1)c1ccc2c(c1)CCN2S(=O)(=O)c1ccc(Br)cc1,2.8%,-24.8%,-7.3%,0.2,0.9%,13.0%,-13.6%,-4.3%,6.9%
COc1cc(NC(=O)c2cc(Cl)ccc2Cl)ccc1-c1cc2ccccc2oc1=O,-0.1%,-4.1%,26.1%,-7.9,-4.9%,-9.0%,-11.6%,0.0%,20.5%
CCOC(=O)Cn1c(=NC(=O)CSC(C)=O)sc2ccccc21,6.3%,3.8%,4.0%[57.1 µM],1.4,-2.8%,2.6%,-22.8%,0.4%,8.5%[57.1 µM]
Cc1ccc(C(=O)N/N=C\C=C\c2ccccc2[N+](=O)[O-])cn1,-3.0%,26.9%,-5.6%,0.4,-1.7%,3.1%,0.5%,-17.2%,-8.7%
Cc1nn(-c2ncc(C(F)(F)F)cc2Cl)c(=O)n1-c1cccc(F)c1,-6.0%,3.0%,-7.9%,-6.4,-0.5%,4.3%,-1.6%,1.1%,20.2%[57.1 µM]
CC1CCCCC12NC(=O)N(CC(=O)Nc1ccc3c(c1)OCO3)C2=O (stereo not given),0.2%,.,.,0.7,3.4%,2.1%,-22.1%,4.6%,.
CCOC(=O)COc1ccc(Br)cc1/C=C1\SC(N)=NC1=O,-4.5%,10.7%,9.1%[2.29 µM],-9.2,2.8%,-8.3%,-21.4%,9.2%,10.0%
COc1ccccc1NS(=O)(=O)c1ccc(C(=O)N2CCCCCC2)cc1,-2.0%,4.8%,-3.2%,-6.2,-2.2%,-1.1%,-1.2%,-11.4%,2.1%[57.1 µM]
COc1cccc(-n2c(SCC(=O)c3ccccc3)nc3c([nH]c4ccccc43)c2=O)c1,-2.4%,-11.1%,3.5%[57.1 µM],1.4,-1.5%,5.8%,-34.0%,-1.6%,21.3%[57.1 µM]
Cc1cc(C(=O)N2CCN(c3ccc(C(F)(F)F)cn3)CC2)c(C)o1,-3.8%,-3.6%,-4.9%,-2.9,-2.4%,1.3%,-13.4%,9.3%,-15.4%
Cc1cc(N2C(=O)C(O)=C(C(=O)c3ccc(C)o3)C2c2cccs2)no1 (stereo not given),1.1%,5.6%,-13.7%,5.8,-0.8%,1.8%,-9.6%,-1.9%,?
